Assay outcomes (PubChem)
AMA1 RON2 block: inhibitors of Plasmodium falciparum AMA1-RON2 interaction | Potency, µM (series often up to 58.2 µM), for inactives: top-dose activity change, negative = inhibition, actives largely listed as inhibitors | hit rate 0.2% among 360,000 | AlphaScreen AMA1-biotinylated RON2 peptide binding;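 further: potency means the concentration at half of the fitted maximal effect; 0% = vehicle wells and -100% = peptide control; nearly all actives have a fitted effect of over 45% in size; some results filed as inactive show a strong effect at the top dose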
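AMA1 (3D7) with his tag at 25 nM final met compounds first, then biotinylated RON2 peptide at 25 nM; detection used donor plus acceptor beads, 10 µg/mL apiece, read by AlphaScreen after 30 min at room temperature.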
HCMV antiviral: inhibitors of human cytomegalovirus; activity change, negative = inhibition, % at 57.5 µM; HFF cells, HCMV-luciferase reporter, 72 h; hits give low values; AID 1259415; hit rate 4.5% among 410,000; in the data active means activity change below about -60%; inconclusive means no clear call, values can overlap the other calls; inactive means above about -39%
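HFF cells seeded 16 h at 37C, treated with compounds, infected with luciferase-reporter HCMV at MOI 1 PFU/cell; luciferase read at 72 h post infection, normalized to buffer-only and Salinomycin controls.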
AmpC detergent: inhibitors of E. coli AmpC beta-lactamase with detergent; P00811; AID 485294; hit rate 0.041% among 370,000; AmpC hydrolysis of nitrocefin, absorbance 480 nm, 0.01% Triton; Potency, µM (doses to about 114 µM), without a hit: at the highest dose activity change, negative = inhibition, hits mostly inhibitors;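 further: potency means the concentration at half of the fitted maximal effect; 0% = no-compound wells and -100% = no-enzyme wells; nearly all actives have a fitted effect of over 25% in size; some results filed as inactive show a strong effect at the top dose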
Target sequence (P00811 whole entry, looked up): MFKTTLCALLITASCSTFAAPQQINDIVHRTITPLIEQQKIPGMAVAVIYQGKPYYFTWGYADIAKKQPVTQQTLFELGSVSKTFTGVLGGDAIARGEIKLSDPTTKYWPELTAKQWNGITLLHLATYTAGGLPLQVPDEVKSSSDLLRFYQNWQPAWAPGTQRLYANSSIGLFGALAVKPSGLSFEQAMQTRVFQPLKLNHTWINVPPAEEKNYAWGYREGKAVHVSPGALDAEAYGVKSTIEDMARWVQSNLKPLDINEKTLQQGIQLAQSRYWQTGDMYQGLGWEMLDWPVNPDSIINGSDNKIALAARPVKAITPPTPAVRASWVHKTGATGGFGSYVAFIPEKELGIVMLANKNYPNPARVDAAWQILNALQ
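AmpC (5.3 nM in the dispensed reagent) in 20 mM phosphate pH 7.0 with 0.01% (detergent screen) or 0.0001% Triton X-100 was preincubated with compounds for 15 min at room temperature. Nitrocefin was then added from an 800 uM solution, and hydrolysis was followed at 480 nm.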
AmpC inh no detg: AmpC beta-lactamase inhibition without detergent; AmpC nitrocefin hydrolysis, absorbance 480 nm, 0.0001% Triton; hit rate 0.52% among 330,000; Potency, µM (series often up to 57.1 µM), for the others: top-dose activity change, negative = inhibition, actives largely listed as inhibitors; P00811;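 further: potency means the concentration at half of the fitted maximal effect; plate controls were no compound for no effect and no enzyme for full effect; nearly all actives have a fitted effect of over 20% in size; some results filed as inactive show a strong effect at the top dose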
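AmpC (5.3 nM in the dispensed reagent) in 20 mM phosphate pH 7.0 with 0.01% (detergent screen) or 0.0001% Triton X-100 was preincubated with compounds for 15 min at room temperature. Nitrocefin was then added from an 800 uM solution, and hydrolysis was followed at 480 nm.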
Sm TGR inh: S. mansoni TGR enzyme inhibition. Q962Y6. purified TGR, DTNB reduction, TNB absorbance 405 nm. Potency, µM (series often up to 114 µM), for the others: top-dose activity change, negative = inhibition, actives largely listed as inhibitors. hit rate 3% among 360,000. AID 485364; further: potency means the concentration at half of the fitted maximal effect; nearly all actives have a fitted effect of over 60% in size
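First, TGR (20 nM dispensed) and NADPH were mixed with compound. Second, a 15 min room-temperature incubation followed. Third, further NADPH and then DTNB were added to start the reaction. Finally, TNB absorbance was monitored kinetically.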
Giardia FBPA inh: Giardia lamblia aldolase inhibition. Potency, µM (series often up to 59.6 µM), for the others: top-dose activity, negative = inhibition, hits mostly inhibitors. hit rate 0.71% among 290,000. AID 2451. purified Giardia FBPA; further: potency means the concentration at half of the fitted maximal effect; nearly all actives have a fitted effect of over 55% in size
Target sequence (A8B2U2 whole entry, looked up): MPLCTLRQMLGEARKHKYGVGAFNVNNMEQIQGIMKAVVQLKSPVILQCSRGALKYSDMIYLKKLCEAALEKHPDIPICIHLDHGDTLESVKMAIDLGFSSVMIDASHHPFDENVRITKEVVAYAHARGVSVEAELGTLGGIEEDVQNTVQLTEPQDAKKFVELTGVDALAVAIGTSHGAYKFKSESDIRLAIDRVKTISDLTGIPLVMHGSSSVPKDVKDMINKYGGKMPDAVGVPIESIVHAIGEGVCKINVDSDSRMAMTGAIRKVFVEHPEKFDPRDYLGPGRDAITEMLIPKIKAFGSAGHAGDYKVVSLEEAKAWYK
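Giardia FBPA (40 nM reagent) was preincubated 10 min at RT with compound (up to 57.5 uM final), then substrate plus GAPDH/TPI/NAD/arsenate coupling system with diaphorase/resazurin was added; resorufin fluorescence (525/598 nm) was read after 20 min.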
* marks the source's active call; other numbers are inactive results; ? = inconclusive; / = no result given; & = joins results of further samples; [ ] = remark or other dose. Unless noted, the call rests on the fitted dose curve; in most records, active means well fitted curve in the direction sought with a large enough effect; inconclusive means small, poorly fitted or top-dose-only effect, or another doubt; inactive means no such curve, though single readings can be large; an effect the other way counts as inactive or inconclusive. Unless noted, on the % scale 0 is the no-effect control and ±100 the full control effect.

entry	molecule	AMA1 RON2 block	Sm TGR inh	AmpC detergent	AmpC inh no detg	Giardia FBPA inh	HCMV antiviral
1	Cc1csc(C(=O)NN)c1N(C)C	56%[activator]	0%	3%	-29%	2%	-4
2	CCOC(=O)c1ccc(NC(=O)C2=C(C)Nc3nc(SCc4ccc(Cl)cc4)nn3C2c2ccc(C)cc2)cc1 (centres undefined)	/	10%	8%	/	/	-16
3	COc1cccc(CC(=O)N2CCN(c3ccccc3[N+](=O)[O-])CC2)c1	10%	5%	1%	27%	-1%	21
4	Cc1cccc(NC(=O)c2cccnc2Cl)n1	-2%	?	1%	-4%	-3%	-25
5	CCOc1ccc(NC(=O)CN(C)C(=O)c2ccccc2CCc2ccccc2)cc1OCC	-27%	-2%	-10%	31%	/	-19
6	CC(=O)OC1c2ccccc2C(=O)N1Cc1ccccc1Cl (centres undefined)	3%	-3%	-15%	?	-3%	16
7	Cc1cccc(C(=O)NCC(C)NC(=O)c2cccc(C)c2)c1 (centres undefined)	8%	-2%	-15%	2%	4%	-8
8	Cc1ccc(-n2[nH]c(C)c(C=Nc3ccc(Br)cn3)c2=O)cc1	0%	-2%	-12%	-19%	-2%	2
9	Cc1ccc(-c2nnn(CC(=O)N3C(C)CCCC3C)n2)cc1 (centres undefined)	-13%	-16%	-3%	-2%	2%	-22
10	CC(=O)c1ccc(NC(=O)N2CCN(c3ccc(C)cc3)C(C)C2)cc1 (centres undefined)	-6%	-12%	-3%	24%	1%	-27
11	O=C(NC1CCCCC1)C(c1ccccc1)N(C(=O)c1csnn1)C1CC1 (centres undefined)	-2%	59%[activator]	-3%	-1%	6%	-15
12	Cn1c(=O)c2c(SCc3ccccn3)nc(C3CC3)nc2n(C)c1=O	-3%	1%	?	-2%	3%	-39
13	CCCCSCc1nc2ccccn2c1Br	0%	-11%	-2%	-3%	2%	8
14	OC(CNCc1ccccc1Cl)C(F)(F)F (centres undefined)	-3%	2%	?	-14%[2.29 µM]	4%	41
15	Cc1ccc(/C=N\NC(=O)/C(=C\Nc2nccc(C)n2)NC(=O)c2ccccc2)cc1	-8%	-24%	-5%	-27%	-2%	?

Overlap with the part before: 5 compounds, then new ones.
entry	molecule	AMA1 RON2 block	Sm TGR inh	AmpC detergent	AmpC inh no detg	Giardia FBPA inh	HCMV antiviral
11	O=C(NC1CCCCC1)C(c1ccccc1)N(C(=O)c1csnn1)C1CC1 (centres undefined)	-2%	59%[activator]	-3%	-1%	6%	-15
12	Cn1c(=O)c2c(SCc3ccccn3)nc(C3CC3)nc2n(C)c1=O	-3%	1%	?	-2%	3%	-39
13	CCCCSCc1nc2ccccn2c1Br	0%	-11%	-2%	-3%	2%	8
14	OC(CNCc1ccccc1Cl)C(F)(F)F (centres undefined)	-3%	2%	?	-14%[2.29 µM]	4%	41
15	Cc1ccc(/C=N\NC(=O)/C(=C\Nc2nccc(C)n2)NC(=O)c2ccccc2)cc1	-8%	-24%	-5%	-27%	-2%	?
16	CCOC(=O)C1CCCn2c1nc1sc3c(c1c2=O)CCCC3 (centres undefined)	-4%	0%	2%	-6%	-10%	11
17	CC(=O)NCCc1nc2cc(NC(=O)c3cccc([N+](=O)[O-])c3)ccc2n1C	-5%	7%	2%	-4%	2%	/
18	Cc1ccc(S(=O)(=O)CCC(=O)OCC(=O)NCCc2ccc(S(N)(=O)=O)cc2)cc1	-4%	-12%	-14%	-14%	/	0
19	c1ccc2c(c1)Cn1c-2nc2ccccc21	6%	-1%	-9%	-27%	-15%	225
20	NC(=O)CN1C(=O)C(=O)N(Cc2ccccc2Cl)C1=O	-3%	10%	-19%	-13%	-7%	-6
21	Cc1ccccc1NC1=NC(C)(C)N=C(N)N1	-13%	7%	13%	-32%	-20%	-11
22	O=C(O)c1ccc(N/N=C/C=C/c2ccc([N+](=O)[O-])o2)cc1	-27%	?	-8%	-22%	-17%	-7
23	CN1CCn2c1nc(N1CCOCC1)nc2=O	1%	-7%	-2%	-22%	-1%	-34
24	CCN(CC)c1ccc(NC(=O)c2ccco2)c(C)c1	11%	-4%	-1%	-35%	-4%	-5
25	Cc1ccc(CSc2nnc(-c3ccccn3)n2C)cc1	-13%	2%	-6%	-12%	-17%	13
26	CC(=O)N1CCN(c2cc(N3CCCC3)c(F)cc2[N+](=O)[O-])CC1	10%	-11%	-3%	65%[activator]	-6%	-24
27	O=C(N/N=C/c1cccc([N+](=O)[O-])c1)c1ccc(Br)cc1	-10%	10%	-1%	-3%	0%	11
28	Cc1ccc(NC(=O)C2CCN(S(=O)(=O)c3c(C)noc3/C=C/c3ccco3)CC2)cc1C	/	9%	2%	/	/	?
29	COc1ccc(S(=O)(=O)Nc2ccc(NC(C)=O)cc2)cc1OC	1%	5%	-1%	-17%	-2%	-15
30	COCC(C)NC(=O)/C(=C/c1ccccc1)c1ccccc1 (centres undefined)	7%	-2%	?	23%	1%	-10

Next section
entry	molecule	AMA1 RON2 block	Sm TGR inh	AmpC detergent	AmpC inh no detg	Giardia FBPA inh	HCMV antiviral
31	Cc1ccc(Cn2c(N)nc3ccccc32)cc1	-1%	-7%	?	-25%	-6%	?
32	Cc1ccc(C2=NS(=O)(=O)N(C)C(C(=O)NCc3ccco3)=C2)cc1	-3%	-23%	-17%	-21%	8%	7
33	O=C(/C=C/c1cccc([N+](=O)[O-])c1)Nc1cccc(NC(=O)c2ccco2)c1	-29%	-12%	?	3.2µM*	-8%	-24
34	O=S(=O)(Nc1cccc(Oc2cnccn2)c1)c1ccc(F)cc1	-13%	4%	-9%	-12%	-13%	-28
35	CC(C)C[C@@H](C(=O)O)N(Cc1cccc(CN([C@@H](CC(C)C)C(=O)O)S(C)(=O)=O)c1)S(C)(=O)=O	-6%	-1%	-11%	-15%	22%	-20
36	O=C(COC(=O)c1cncc(Br)c1)NCc1ccc2c(c1)OCO2	0%	-2%	-5%	-21%	-2%	13
37	CC(NC(=O)c1ccc(Br)o1)C1CC2CCC1C2 (centres undefined)	6%	-2%	3%	-29%	-3%	4
38	CCC[N+](CC#Cc1ccccc1)(CCC)CC(=O)OCC	1%	2%	-9%	-7%	5%	?
39	Cn1ccsc1=NC(=O)c1ccc(S(C)(=O)=O)cc1	1%	-3%	2%	-5%	10%	22
40	O=C(CSc1nc2[nH]ncc2c(=O)[nH]1)Nc1ccc(OC(F)(F)F)cc1	3%	-15%	?	-19%	/	-12
41	N#CCCNS(=O)(=O)c1ccc(C(=O)OCC2CCCCC2)cc1	20%	-8%	5%	17%	7%	20
42	C/C(=N/NC(=O)c1ccc(Br)o1)c1ccncc1	11%	-6%	-8%	-37%	-1%	27
43	O=C(CCN1CCN(CCO)CC1)Nc1ccc(OCc2ccccc2)cc1	-4%	?	-11%	/	4%	-17
44	Cc1cc(C)n2nc(SCC(=O)N(C)c3ccccc3)nc2n1	2%	-20%	-16%	-2%	-1%	-29
45	Cc1cc(Cl)ccc1NC(=O)CCC(=O)N/N=C/c1cc([N+](=O)[O-])ccc1O	122%[activator]	4%	-5%	-7%	12%	21

Next section
entry	molecule	AMA1 RON2 block	Sm TGR inh	AmpC detergent	AmpC inh no detg	Giardia FBPA inh	HCMV antiviral
46	COc1ccc(-c2nc3c4ccccc4[nH]c(=O)n3n2)cc1	?	-9%	-13%	/	8%	104
47	COc1cccc(NC(=O)C2C3CC4OC(=O)C2C4C3)c1 (centres undefined)	2%	2%	-7%	-11%	1%	12
48	CNC(=O)c1c(NC(=O)c2ccc(N3C(=O)CCC3=O)cc2)sc2c1CCCC2	11%	-10%	0%	133%[activator]	-3%	-17
49	CCOc1ccc(NC(=O)Cn2nnc(-c3ccccc3NC(=O)C3CC3)n2)cc1	1%	5%	-21%	-18%	-3%	-15
50	COc1ccc(-c2nn(-c3ccccc3)cc2/C=C/C(=O)OCC(=O)Nc2cccc(C#N)c2)cc1	-5%[2.32 µM]	4%	1%	-27%	0%	-35
51	Nc1nnn(CC(=O)N/N=C/c2ccc(Cl)cc2Cl)n1	0%	7%	1%	-18%	-9%	17
52	CCOC(=O)c1ccc(N[C@@H]2CCN3C(=O)c4ccccc4[C@@H]3C[C@H]2O)cc1	0%	/	/	-1%	/	24
53	OC(CCN1CCCC1)(c1ccccc1)C1CCCCC1 (centres undefined)	-2%	3%	-4%	-1%	-7%&2%	-60*
54	COc1ccccc1NC(=O)c1nn(C)c2c1CS(=O)(=O)c1ccccc1-2	/	2%	14%	/	/	6
55	CC(C)(C)c1ccc(OCC(=O)NC2CCS(=O)(=O)C2)cc1 (centres undefined)	1%	1%	-2%	-1%	1%	18
56	CCCCN(Cc1nc2ccccc2c(=O)[nH]1)C(=O)CN1C(=O)NC2(CCCCC2)C1=O	12%	17%	2%	-5%	/	-7
57	CSc1nnc(C2CCNCC2)n1C	0%	6%	?	-13%	-29%	9
58	CCCn1c2ccccc2c2nnc(SCC(=O)Nc3ncccn3)nc21	-5%	2%	4%	-21%	1%	13
59	O=C(c1ccccn1)N1CCCC(N2CCN(c3cccc(C(F)(F)F)c3)CC2)C1 (centres undefined)	0%	-17%	0%	134%[activator]	-7%	-24
60	Cc1ccn2c(NCc3ccccc3)c(-c3cccs3)nc2c1	-32%	/	3%	-20%	-12%	48

Remaining list, next part.
entry	molecule	AMA1 RON2 block	Sm TGR inh	AmpC detergent	AmpC inh no detg	Giardia FBPA inh	HCMV antiviral
61	O=C(NC(=S)NC1CCS(=O)(=O)C1)c1cccc([N+](=O)[O-])c1 (centres undefined)	14%	0%	-6%	-18%	/	-29
62	Cc1cc(C)cc(NC(=O)CCN2CCCC2)c1	-3%	58%	0%	-1%	-3%	-5
63	O=C(N[C@@H](Cc1c[nH]c2ccccc12)C(=O)O)C1CCN(S(=O)(=O)c2cccs2)CC1	4%	-10%	0%	-16%	9%	1
64	O=S(=O)(c1ccc(F)cc1)N1CCN(c2ccc(F)cc2)CC1	5%	1%	-11%	-29%	4%	-9
65	O=C(COC(=O)C1CCN(S(=O)(=O)c2ccc3c(c2)OCCO3)CC1)NC1CCS(=O)(=O)C1 (centres undefined)	1%	-5%	?	11%	/	-19
66	c1ccc(-c2nnc3n2CCCC3)cc1	-5%	6%	-5%	-8%	2%	25
67	COC(=O)c1cccc(NC(=O)c2ccc(S(=O)(=O)N3CCN(C)CC3)cc2)c1	4%	-17%	-11%	7%	6%	19
68	CCN(c1ccccc1)S(=O)(=O)c1ccc(Cl)c(C(=O)NCC2CCCO2)c1 (centres undefined)	-3%	9%	0%	-7%	3%	41
69	O=c1oc2cc(Br)ccc2n1CSC1=NCCS1	-4%	6%	10%	-9%	-9%	-26
70	CS(=O)(=O)N(CC(=O)N1CCCC1)c1cc(Cl)c(Cl)cc1Cl	-3%	-1%	5%	48%	5%	83
71	O=C(COC(=O)c1ccc[nH]c1=O)NC1CCCCCC1	6%	0%	-8%	-19%	-1%	-29
72	C[C@H](CO)N1C[C@H](C)[C@@H](CN(C)S(=O)(=O)c2ccc(F)cc2)Oc2ccc(NC(=O)C3CCCCC3)cc2C1=O	7%	/	/	236%[activator]	/	7
73	CN(C)C(=O)c1nnsc1Sc1ccc(Cl)cc1	4%	1%	6%	-5%	1%	-31
74	COc1ccc(OC)c(C2=Nn3c(nnc3-c3cccc(OC(C)C)c3)SC2)c1	4%	-26%	-13%	-14%	2%	-9
